APP 5'UTR act: APP 5'UTR luciferase reporter activation; SH-SY5Y APP 5'UTR luciferase reporter, luminescence; zero percent = DMSO vehicle wells; activation, % at 2 µM; actives 1% (n = 190,000); AID 1276;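 active = activation above a set limit, based on mean plus 3 SD of controls, cut at about 140% in these data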; note: values of inactives mirror those of a sister screen read the other way
FLuc stim CS: affects firefly luciferase, flagging false hits in luciferase stimulation screens | P08659 | ATPlite luciferase biochemical, luminescence, 10 min; 0 = ATP-free wells, 1 = DMSO control | activation factor at 10 µM | 200,000 tested, under 10 active;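 active = luciferase activation factor, scaled between plate controls, of at least 2 with compound at 10 µM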
Target sequence (P08659 whole entry, looked up): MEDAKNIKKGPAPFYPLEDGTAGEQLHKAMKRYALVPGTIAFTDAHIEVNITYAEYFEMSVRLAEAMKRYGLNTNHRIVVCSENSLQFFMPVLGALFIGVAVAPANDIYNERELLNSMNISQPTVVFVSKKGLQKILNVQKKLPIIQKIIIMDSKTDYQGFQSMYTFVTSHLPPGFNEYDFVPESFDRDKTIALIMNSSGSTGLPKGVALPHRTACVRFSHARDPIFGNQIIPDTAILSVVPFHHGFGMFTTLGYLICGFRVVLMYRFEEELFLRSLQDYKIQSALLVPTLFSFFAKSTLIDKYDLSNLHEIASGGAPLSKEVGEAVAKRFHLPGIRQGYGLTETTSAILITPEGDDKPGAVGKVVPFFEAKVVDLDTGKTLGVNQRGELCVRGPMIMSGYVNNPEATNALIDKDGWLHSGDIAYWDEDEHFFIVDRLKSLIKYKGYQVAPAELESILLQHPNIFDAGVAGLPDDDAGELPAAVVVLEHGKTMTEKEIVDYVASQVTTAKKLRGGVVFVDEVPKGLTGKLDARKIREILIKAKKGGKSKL
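System: cell-free luciferase reagent; medium: PBS as buffer for the ATP substrate; doses: test compounds dosed from 2 mM stocks in 100% DMSO; incubation: 10 min, room temperature; measured by: luminescence from luciferase reaction; read-out: luciferase activation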
STAT1 act: STAT1 signaling activation; NIH 3T3 STAT1-luciferase reporter, IFN-gamma, luminescence; 100% = IFN-gamma alone, no compound; activation (% of control), % at 5.5 µM; actives 2.6% (n = 200,000);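 active = activation above the screen-wide mean activation plus 3 SD, cut at about 130% in these data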;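 note: raw ratio to IFN-gamma control signal so 100% means no change and 0% no light; values of inactives mirror those of a sister screen read the other way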
G6PDH counter: L. mesenteroides G6PDH inhibition counter-screen; Purified L. mesenteroides G6PDH, diaphorase/resazurin coupled fluorescence, 45 min; inhibition, % at 5 µM; actives 0.12% (n = 200,000); AID 1020; in the data active = inhibition above about 50%
APP 5UTR inh: APP translation inhibition; SH-SY5Y APP 5'UTR-luciferase reporter, luminescence; inhibition, % at 2 µM; actives 0.82% (n = 190,000); AID 1285;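 active = inhibition above a set limit, derived from the sample mean plus 3 SD, cut at about 45% in these data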; note: values of inactives mirror those of a sister screen read the other way
Redox H2O2 prof: compounds producing H2O2 with reducing agent – biochemical, NIH compound library profiling, artefact control for MLSCN library redox annotation, primary screen | AID 878 | activation, % at 10 µM | actives 0.03% (n = 200,000) | DTT-dependent redox cycling H2O2, phenol red/HRP absorbance; 100% = 100 µM peroxide control, 0% = buffer;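 active = activation of at least 50% relative to the plate's high and low controls in the primary single-dose screen; inactive = activation below 50%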;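 note: compound incubated with DTT at 0.8 mM final as the reducing agent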
FLuc inh counter: inhibits firefly luciferase, flagging false hits in luciferase inhibition screens; inhibition, % at 10 µM; ATPLite firefly luciferase biochemical luminescence, 10 min; actives 1.5% (n = 200,000);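 active = inhibition above about 50% when tested at 10 µM, limit read from the data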
HMGR II inh: blocks class II HMG-CoA reductase of Enterococcus faecalis; inhibition, % at 10 µM; actives 0.41% (n = 190,000); purified E. faecalis HMGR, NADPH absorbance 340 nm kinetic; AID 1066;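 active = inhibition above a set limit, the median over all tested compounds plus 3 SD, cut at about 9.5% in these data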;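 note: enzyme runs in reverse so mevalonate oxidation gives rising NADPH absorbance; 0% = complete reaction with DMSO and 100% = background rate lacking mevalonate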
Hsp70 activator: transcriptional activators of Hsp70 | actives 0.04% (n = 200,000) | activation, % at 10 µM | HeLa Hsp70 promoter luciferase reporter, luminescence; scaled: vehicle 0, proteasome-inhibitor control 100%;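 active = activation above the mean across all tested compounds plus 3 SD, cutoff set per campaign, cut at about 5.5% in these data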;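 note: 100% = MG132 at 30 µM as the positive control and 0% = DMSO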
NF-kB neuron act: raises NF-kB expression in human neuronal cells | NF-kB reporter expression; active compounds read high | AID 1239 | actives 1.6% (n = 190,000) | fold change at 12.5 µM; in the data active = fold change above about 3.3
* = called active by the depositor; / = no result given.

1: O=C(Nc1nnc(-c2ccncc2)s1)C1CCCO1 (stereo unspecified)
2: O=C1NC(c2cccs2)Nc2ccccc21 (stereo unspecified)
3: Cc1nn(C)cc1C(N)=O
4: CC(C)C(OC(=O)c1cccs1)C(=O)NCc1ccco1 (stereo unspecified)
5: CC(=O)Nc1ccc(N(C)S(C)(=O)=O)cc1
6: CCNC(=O)C(=O)NCC1OCCCN1S(=O)(=O)c1cccs1 (stereo unspecified)
7: O=C(NCCc1ccc(F)cc1)Nc1ccc2c(c1)OCO2
8: CCOc1ccccc1NC(=O)C1CCCN(C(=O)NCc2ccccc2)C1 (stereo unspecified)

entry no.,1,2,3,4,5,6,7,8
APP 5'UTR act,12,-10,-8,-10,1,-6,48,-2
FLuc stim CS,1,0.9,1,1,1.1,1.1,1,1.1
STAT1 act,105,104,92,96,103,104,134*,100
G6PDH counter,-10,12,10,-1,12,12,18,-10
APP 5UTR inh,-12,10,8,10,-1,6,-48,2
Redox H2O2 prof,2.2,1.9,0.4,0.3,0.1,0.0,-0.1,2.9
FLuc inh counter,1,9,-4,-4,-6,-5,4,-9
HMGR II inh,-6,1,-5,-2,-2,0,-1,1
Hsp70 activator,0.3,-0.3,-0.4,-0.2,-0.3,-0.3,0.1,0.1
NF-kB neuron act,1.2,1.6,1,1,1.2,1.1,2.2,1.1

Part of the list above in order of number of heavy atoms, high to low.
7: O=C(NCCc1ccc(F)cc1)Nc1ccc2c(c1)OCO2
4: CC(C)C(OC(=O)c1cccs1)C(=O)NCc1ccco1 (stereo unspecified)
2: O=C1NC(c2cccs2)Nc2ccccc21 (stereo unspecified)

entry no.,7,4,2
APP 5'UTR act,48,-10,-10
FLuc stim CS,1,1,0.9
STAT1 act,134*,96,104
G6PDH counter,18,-1,12
APP 5UTR inh,-48,10,10
Redox H2O2 prof,-0.1,0.3,1.9
FLuc inh counter,4,-4,9
HMGR II inh,-1,-2,1
Hsp70 activator,0.1,-0.2,-0.3
NF-kB neuron act,2.2,1,1.6

(more compounds)
9: O=C(Nc1ccccc1O)c1cc(S(=O)(=O)N2CCOCC2)ccc1Cl
10: COc1ccccc1OCC(=O)N/N=C1/SCC(=O)N1Cc1ccccc1
11: COc1ccc(NS(=O)(=O)c2ccc(OCC(=O)N3CCOCC3)cc2)cc1
12: Nc1nc(N)nc(-c2ccccc2O)n1
13: COc1ccc(Cc2nnc(-c3ccc(F)cc3)o2)cc1OC
14: COc1ccc(S(=O)(=O)N2CCCCC2)cc1NC(=O)CN(C)C1CCCCC1
15: CC(=O)Nc1ccc(S(=O)(=O)NNC(=O)c2ccc(S(=O)(=O)N3CCCCC3)cc2)cc1
16: CC1(C)OC(=O)C(=CNc2cccc(C(=O)O)c2)C(=O)O1

entry no.,9,10,11,12,13,14,15,16
APP 5'UTR act,-2,5,4,6,4,0,-7,-13
FLuc stim CS,1.1,1.1,1,1,1,1,1,1.1
STAT1 act,106,104,92,119,96,90,91,100
G6PDH counter,-17,4,9,1,6,1,14,6
APP 5UTR inh,2,-5,-4,-6,-4,0,7,13
Redox H2O2 prof,1.3,1.7,1.9,-3.8,-0.4,-0.1,0.2,1.9
FLuc inh counter,-5,-10,0,2,0,-3,-2,-9
HMGR II inh,0,3,-1,-4,-2,-2,-8,3
Hsp70 activator,-0.3,-0.3,-0.2,0.3,-0.1,-0.1,-0.2,0.1
NF-kB neuron act,0.98,0.98,0.93,1.1,1,0.85,1.2,1.4

Records listed above marked active in STAT1 act.
#	SMILES	APP 5'UTR act	FLuc stim CS	STAT1 act	APP 5UTR inh	Redox H2O2 prof	HMGR II inh	Hsp70 activator	NF-kB neuron act
7	O=C(NCCc1ccc(F)cc1)Nc1ccc2c(c1)OCO2	48	1	134*	-48	-0.1	-1	0.1	2.2

Remaining list, next part.
17: COC(=O)NNC(=O)c1ccc(Cl)cc1Cl
18: COc1ccc(NC(=O)CCCn2cc([N+](=O)[O-])cn2)cc1
19: COc1ccc(C(=O)COC(=O)c2nn(C)c(=O)c3ccccc23)c(OC)c1
20: COc1ccc(NC(=O)CN2C(=O)C(C)Oc3ccccc32)cc1 (stereo unspecified)
21: CCOC(=O)c1oc2c(O)c(O)ccc2c(=O)c1-c1nncn1-c1ccccc1
22: COc1ccc(Nc2c([N+](=O)[O-])ccc3c2=NC2(CCCCC2)N=3)cc1
23: O=C(Nc1ccc2nsnc2c1)c1cccs1
24: CCC(=O)c1ccc(N2CCN(C(=O)c3ccc(Br)cc3)CC2)c(F)c1

entry no.,17,18,19,20,21,22,23,24
APP 5'UTR act,-6,-1,-10,-4,-15,27,5,9
FLuc stim CS,1,1,0.9,1,1.1,0.9,0.9,1
STAT1 act,100,99,100,97,102,105,107,101
G6PDH counter,-3,-1,0,3,10,8,4,18
APP 5UTR inh,6,1,10,4,15,-27,-5,-9
Redox H2O2 prof,-0.1,-0.7,0.4,-0.2,3.2,-0.5,1.8,0.9
FLuc inh counter,4,-4,7,0,-7,13,7,-3
HMGR II inh,0,1,1,4,-1,2,3,4
Hsp70 activator,0.1,-0.1,-0.1,0.1,0.0,-0.2,-0.1,-0.2
NF-kB neuron act,1.2,1.1,1,1.1,1,/,1.2,0.91

25: COC(=O)C1=CN(CCCN2CCCC2=O)C=C(C(=O)OC)C1c1cccs1
26: CCn1c(-c2ccc3[nH]c(C)c(C)c3c2)n[nH]c1=S
27: O=C(Nc1cccc(S(=O)(=O)Nc2ccccc2F)c1)c1ccc2ccccc2n1
28: COc1ccccc1C(=O)NCC(=O)N/N=C/c1cc(Br)ccc1OCc1ccccc1
29: Cc1nn(Cc2ccccc2Cl)c2sc(C(=O)NCc3ccc4c(c3)OCO4)cc12
30: Oc1ccc(/C=N/N2CCN(C3c4ccccc4-c4ccccc43)CC2)c(O)c1
31: CCOC(=O)c1c(-c2ccccc2)csc1NC(=O)C1CCCO1 (stereo unspecified)
32: Cc1ccccc1C1CC(c2ccc(F)cc2)Nc2nc(N)nn21 (stereo unspecified)

entry no.,25,26,27,28,29,30,31,32
APP 5'UTR act,3,7,1,18,4,8,2,3
FLuc stim CS,1,1,1,1,1,1.1,1.1,1.1
STAT1 act,95,106,100,103,100,96,108,96
G6PDH counter,6,4,2,18,-1,14,8,-12
APP 5UTR inh,-3,-7,-1,-18,-4,-8,-2,-3
Redox H2O2 prof,-0.4,2.1,-0.7,0.1,-0.1,-0.1,-4.5,-0.3
FLuc inh counter,3,-1,-4,1,-2,-6,-7,-8
HMGR II inh,-1,-9,-8,-1,-1,-5,0,5
Hsp70 activator,0.2,-0.4,-0.4,0.0,-0.6,-0.3,-0.3,-0.2
NF-kB neuron act,0.99,1.1,0.89,0.45,1.2,1.1,1.1,1.3

33: COc1ccc(C(=O)OCC(=O)Nc2ccc(OC(F)F)cc2)c(OC)c1
34: CN(c1ncnc(N)c1[N+](=O)[O-])C1CCS(=O)(=O)C1 (stereo unspecified)
35: COc1cc(NC(=O)c2ccc(C(C)(C)C)cc2)c(OC)cc1NC(=O)CN1CCCCC1
36: CN(C)c1ccc(/C=[N+](\[O-])C2SC(=S)N(C)C2(C)C)cc1 (stereo unspecified)
37: CCOC(=O)c1c(C)[nH]c(C(=O)Cn2nnc(-c3ccccc3Cl)n2)c1C
38: Cc1cccc(OCc2n[nH]c(=S)n2Cc2ccccc2)c1
39: O=C(NCCCN1CCN(CCCNC(=O)c2cc([N+](=O)[O-])ccc2Cl)CC1)c1cc([N+](=O)[O-])ccc1Cl
40: CC(C)(Oc1ccc(Br)cc1)C(=O)N1CCc2ccccc21

entry no.,33,34,35,36,37,38,39,40
APP 5'UTR act,-7,10,-13,3,4,-7,-6,-13
FLuc stim CS,1,1,1.1,1,1,1.1,1.1,1.1
STAT1 act,98,90,104,100,99,93,97,97
G6PDH counter,14,8,15,4,11,8,0,13
APP 5UTR inh,7,-10,13,-3,-4,7,6,13
Redox H2O2 prof,0.3,-0.1,-0.7,1.5,-3.3,-1.8,-0.4,-0.3
FLuc inh counter,-2,-2,-5,1,-2,-10,-11,-9
HMGR II inh,-2,-4,-9,0,0,-10,-2,5
Hsp70 activator,0.5,-0.4,-0.2,0.0,-0.1,-0.2,-0.4,-0.3
NF-kB neuron act,1.2,0.88,0.99,0.87,1.1,1.1,1.3,1

41: CC1=NOC2(C1)/C(=N/O)CCC/C2=N\O (stereo unspecified)
42: NC(=O)C(=O)NN=C1C2CC3CC(C2)CC1C3
43: Cc1[nH]c2ccccc2c1/C=N/NC(=O)CCC(=O)Nc1ccccc1
44: Cc1ccccc1NC(=O)N1C2CCCC1CC(NC(=O)C(C)(C)C)C2 (stereo unspecified)
45: Cc1ccc2nc(N(CCCN(C)C)C(=O)c3ccc(Br)s3)sc2c1
46: CCOC(=O)NC(=O)/C(C#N)=N\Nc1cccc(OC)c1
47: CCCCOc1ccc(/C(O)=C2/C(=O)C(=O)N(CCN(C)C)C2c2ccc(O)c(OC)c2)cc1 (stereo unspecified)
48: CC(C)c1ccc(NC(=O)COC(=O)[C@H](CCC(N)=O)NC(=O)c2ccc(F)cc2)cc1

entry no.,41,42,43,44,45,46,47,48
APP 5'UTR act,1,15,16,-2,4,-8,-15,-3
FLuc stim CS,1.1,1,1,1,1,1.1,1,1.1
STAT1 act,94,104,100,97,94,104,98,97
G6PDH counter,1,8,10,17,-8,-2,4,-2
APP 5UTR inh,-1,-15,-16,2,-4,8,15,3
Redox H2O2 prof,1.4,0.3,0.5,0.2,-0.9,-0.3,-0.2,0.2
FLuc inh counter,-6,-3,-4,-1,2,-6,-5,-5
HMGR II inh,2,2,5,-1,-5,-1,5,1
Hsp70 activator,-0.3,-0.2,-0.4,-0.2,-0.3,-0.1,-0.1,-0.4
NF-kB neuron act,1.2,1,0.92,1.1,1.2,0.96,0.98,0.97

49: O=C(NC1CCCc2ccccc21)C1CCCN(S(=O)(=O)c2cnc[nH]2)C1 (stereo unspecified)
50: COc1ccc(OC)c(CNc2ccc([N+](=O)[O-])cc2C)c1
51: Cn1c(CN2CCOCC2)nnc1SCC(=O)NC1CCCCC1
52: Cc1cc(C)cc(N=C2SC(CC(=O)Nc3ccccc3)C(=O)N2CCN2CCOCC2)c1 (stereo unspecified)
53: O=C(NCc1ccco1)/C(=C\c1cccs1)NC(=O)c1ccco1
54: O=C1NC2(NN1c1ccccc1)C1CC3CC(C1)CC2C3 (stereo unspecified)
55: CN(C)S(=O)(=O)c1ccc(C(=O)Nc2nnc(-c3ccco3)o2)cc1
56: COc1cc(OC)cc(C(=O)N=c2sc3ccccc3n2C)c1
57: O=C(C1CCCN(S(=O)(=O)c2cnc[nH]2)C1)N1CCN(c2ccc(Cl)cc2)CC1 (stereo unspecified)
58: N#C/C(=C\Nc1ccccc1SC(F)(F)F)c1nc(-c2ccc(Cl)cc2)cs1

entry no.,49,50,51,52,53,54,55,56,57,58
APP 5'UTR act,-28,-4,13,11,1,12,-2,146*,11,22
FLuc stim CS,1.1,1,1.1,1.1,1,1,1,0.8,1.1,1
STAT1 act,90,96,102,104,102,90,107,139*,98,93
G6PDH counter,1,-7,4,0,6,-7,4,-10,-6,2
APP 5UTR inh,28,4,-13,-11,-1,-12,2,-146,-11,-22
Redox H2O2 prof,-0.7,-0.3,0.7,-2.1,0.1,0.0,-1.0,0.1,-0.5,2.8
FLuc inh counter,-9,-4,-9,-6,-1,-4,2,18,-5,0
HMGR II inh,-4,-4,-3,-2,-3,-13,-1,-3,1,-5
Hsp70 activator,-0.1,-0.2,0.4,-0.1,0.2,-0.5,-0.3,-0.3,-0.4,-0.2
NF-kB neuron act,1.1,1,1.3,1.1,1.1,0.95,1.5,1.2,1,1.1

Screening data as filed in PubChem.
